# human PMI inhibitors: MPI inhibition at elevated mannose 6-phosphate – biochemical, fluorescence intensity, high mannose 6-phosphate, primary screen (AID 1220); recombinant PMI enzyme, coupled fluorescence intensity; higher % means a stronger effect; 190,000 tested, 0.66% active; one-dose inhibition, % at 20 µM; IC50 in µM for titrated hits
# human PMI inhibition: inhibitors of human PMI, primary screen, biochemical, fluorescence intensity, coupled assay (AID 1209). purified PMI enzyme, coupled fluorescence intensity; higher % means a stronger effect. inhibition, % at 20 µM, or IC50 in µM where a hit was titrated. 190,000 tested, 0.42% active;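 note: plate controls were DMSO vehicle for no effect and wells lacking substrate for full effect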
# Myeloid diff MLP: compounds promoting myeloid differentiation; ER-HoxA9 myeloid progenitors, lysozyme-GFP differentiation, flow cytometry; calls only at 10 µM; 360,000 tested, 1% active; AID 624256;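 active = normalized GFP-positive differentiation at or above the plate's own cutoff, the solvent-only control mean plus 3 SD; inconclusive = no clear call, values can overlap the other calls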;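 note: cells exposed to compound for four days before flow analysis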
# Siah-1 displacement: Siah-1 peptide-binding antagonists, primary screen, biochemical, fluorescence polarization, rhodamine-plectin, uHTS (AID 1817). Siah-1 / rhodamine-plectin peptide fluorescence polarization; higher % means a stronger effect. displacement, % at 20 µM; hits with a dose series show IC50 in µM. 290,000 tested, 0.02% active;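 active = displacement of at least 50% at 20 µM, with a fluorescence ratio check between 0.3 and a set limit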;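 note: plate controls were Siah plus tracer with DMSO for no effect and tracer alone without Siah for full effect; strong numbers were not always called active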
# XIAP antagonists: XIAP antagonists, biochemical, IAP family, fluorescence polarization (AID 1018). one-dose displacement, % at 20 µM; IC50 in µM for titrated hits. 200,000 tested, 0.007% active. XIAP BIR domain, fluorescence polarization peptide displacement; higher % means a stronger effect; in the data active = displacement above about 50%; note: a part of the inactive calls stands beside numbers as strong as those of hits
# WT yeast gro inh: growth inhibition of WT yeast, mitochondrial fusion screen | 190,000 tested, 2.1% active | inhibition, % at 10 µM | mitochondrial fusion phenotypic screen, WT strain | AID 1362; in the data active = inhibition above about 58%; tested in S. cerevisiae
# RSV antiviral HEp-2: RSV antiviral activity via CPE protection, HEp-2 cells, primary 10 µM value included (AID 2391) | one-dose CPE inhibition, % at 10 µM; IC50 in µM for titrated hits | 310,000 tested, 0.13% active | HEp-2 cells, RSV-induced CPE inhibition; higher % means a stronger effect; in the data active = a potency from the dose series; inconclusive = CPE inhibition mostly from about 23% at the one dose, without a potency; inactive = the rest, 99 in 100 with CPE inhibition below about 21%; note: strong numbers were not always called active
# TNAP activation fold: human TNAP enzyme activators, primary screen, biochemical, luminescent, no phosphate acceptor, uHTS (AID 1001); one-dose activation fold at 20 µM; EC50 in µM for titrated hits; 200,000 tested, 0.03% active; purified TNAP, luminescent activation assay, no phosphate acceptor; higher activation fold means a stronger effect; in the data active = activation fold from about 3, or a potency from the dose series; inactive = the rest, 99 in 100 with activation fold below about 1.6; note: many of its hits are not listed in these tables
# Salmonella PhoP GFP: PhoP-dependent GFP reporter repression – Salmonella Typhimurium, primary screen (AID 1863). S. Typhimurium PhoP-regulated promoter GFP reporter, 4 h; higher % means a stronger effect. inhibition, % at 50 µM, or IC50 in µM where a hit was titrated. 300,000 tested, 0.16% active;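 active = inhibition over 29.93%, a cutoff 3 SD above the screen mean, later confirmed by dose response; inconclusive = inhibition over 29.93% but no dose response follow-up; inactive = inhibition at most 29.93% or unconfirmed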;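 note: 0% = low Mg2+ inducing control and 100% = high Mg2+ repressing control; strong numbers were not always called active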
# WT yeast gro inh mutant strain: also measured in WT yeast gro inh; calls as there; inhibition, %; mitochondrial fusion phenotypic screen, mutant strain inhibition
# Myeloid diff MLP GFP+ MAC1+ %: also measured in Myeloid diff MLP; calls as there; GFP+ MAC1+ double positive, %; measured here: differentiation confirmed by MAC1 staining
# * = called active by the depositor; i = inactive; ? = inconclusive; / = no result given; & = joins results of further samples. Cut-off read from the data, not from the text of the source, unless noted: active = inhibition above about 50%; inactive = the rest. Not all compounds are listed; the hit share may differ from the screen's.
SMILES,human PMI inhibitors,human PMI inhibition,Myeloid diff MLP,Myeloid diff MLP GFP+ MAC1+ %,Siah-1 displacement,XIAP antagonists,WT yeast gro inh,WT yeast gro inh mutant strain,RSV antiviral HEp-2,TNAP activation fold,Salmonella PhoP GFP
CCCC12CN3CC(CCC)(CN(C1)C3c1ccccn1)C2=O (stereo unspecified),2%,7%,i,2.4,0%,-2.0%,-10,0,4.3%,1,4%
CCN1CCN(Cc2cc(OC)c3c(c2)OCO3)CC1,/,/,i,0.4,11%,/,/,/,0.6%,/,-3%
Cc1ccccc1CN1CCCN(Cc2ccc(Cl)cc2)S1(=O)=O,/,/,i,1.1,8%,/,/,/,6.3%,/,2%
Cc1cccn2c(=O)c3c(nc12)N1CCCCCC1C1(C3)C(=O)N(C)C(=O)N(C)C1=O (stereo unspecified),/,/,i,0.5,-2%,/,/,/,3.0%,/,-2%
COc1ccc2[nH]c(C)c(CCN3CCC(=O)C(C)C3C)c2c1 (stereo unspecified),31%,13%,i,2.5,-2%,-1.6%,4,2,0.8%,1.1,-24%
O=C1CN=C(c2cccs2)c2c(sc3c2CCCC3)N1,0%,-2%,i,2.8,0%,-1.5%,11,-14,1.4%,1.1,1%
COc1ccc(C(=O)N2CCC3(CC2)OCCO3)cc1,/,/,i,0.4,10%,/,/,/,0.7%,/,0%
OCC12CO[C@@H]3c4ccccc4[C@H](OC1)N32 (stereo partly specified),8%,12%,i,0.8,-3%,-2.6%,-10,1,0.5%,1,9%
CCC1=Nc2cc(C(=O)N3CCC4(CC3)OCCO4)ccc2Sc2ccccc21,/,/,i,0.7,5%,/,/,/,11%,/,-11%
O=C(C[N+]12CCC(CC1)C(CO)C2)c1ccc([N+](=O)[O-])cc1 (stereo unspecified),8%,-6%,i,0.0,2%,-2.4%,-4,20,2.3%,1.1,-4%
O=C1NC(=O)C(CCc2ccncc2)(CCc2ccncc2)C(=O)N1Cc1ccc(F)cc1,-4%,-7%,i,0.3,1%,-8.9%,-5,1,-0.7%,1,-1%
CC(C)CCOC(=O)c1c(N)n(CC2CCCO2)c2nc3ccccc3nc12 (stereo unspecified),6%,15%,i,0.3,-4%,-4.7%,4,14,?,1,-2%
COC(=O)N1CCN(C(=O)Cc2ccc(Cl)c(Cl)c2)C(CN2CCCC2)C1 (stereo unspecified),-4%,2%,/,/,6%,-4.1%,1,12,0.0%,1.1,2%&-3%
CN(C)c1ccc(/C=C2/C(=O)NC(=O)N(Cc3ccco3)C2=O)cc1,-28%,-11%,i,0.6,11%,0.8%,-2,-1,1.3%,0.9,-6%
N#CCCn1cc(C(=O)O)c(-c2cccc([N+](=O)[O-])c2)n1,-2%,-14%,i,1.0,0%,-7.6%,-10,15,2.1%,1,-6%
O=C1NC(=O)N(CCc2ccc(F)cc2)C(=O)/C1=C/c1ccco1,-101%,-60%,i,0.6,17%,1.0%,7,-5,-0.7%,1,-10%
Cc1ccc2c(c1)N(CCC(=O)N1CCC3(CC1)OCCO3)C(=O)C(C)O2 (stereo unspecified),7%,-1%,i,2.1,-1%,-2.6%,6,0,/,1,4%
C/C(CC(c1ccccc1)c1c(O)c2ccccc2oc1=O)=N\NC(N)=S (stereo unspecified),9%,2%,i,0.6,-1%,-3.4%,-14,-8,0.0%,1,6%
CSc1ccc(C(=O)C2CCCN(Cc3ccn[nH]3)C2)cc1 (stereo unspecified),/,/,i,0.1,-2%,/,/,/,-0.1%,/,-2%
Cc1ccc(S(=O)(=O)N(C)CCCC(=O)N2CCN(c3ccccn3)CC2)cc1,3%,-3%,i,1.4,-1%,-3.0%,2,8,-1.1%,0.9,6%
O=c1cccc2n1CC1CC2CN(Cc2cccc(Cl)c2Cl)C1 (stereo unspecified),14%,5%,i,1.3,-2%,-1.9%,-3,-7,26%,1,6%
COc1cc2occc2c2oc(=O)ccc12,7%,7%,i,1.0,-1%,-5.6%,3,-9,1.5%,1.1,10%
COc1cccc(CNCCc2c[nH]c3ccccc23)c1OC,10%,-14%,i,1.1,-3%,-6.3%,9,-2,0.7%,1.1,7%
O=P(OCC(F)(F)C(F)F)(N1CCCCC1)N1CCCCC1,4%,4%,i,0.6,8%,-4.4%,11,5,1.5%,1.1,-5%
Cc1ccc(-n2c(O)c(/C=N/NC(=O)c3ccncc3)c(=O)[nH]c2=O)cc1C,-10%,2%,i,0.2,2%,-4.8%,-13,-8,2.0%,1.4,-2%

# Overlap with the part before: three compounds, then new ones.
SMILES,human PMI inhibitors,human PMI inhibition,Myeloid diff MLP,Myeloid diff MLP GFP+ MAC1+ %,Siah-1 displacement,XIAP antagonists,WT yeast gro inh,WT yeast gro inh mutant strain,RSV antiviral HEp-2,TNAP activation fold,Salmonella PhoP GFP
COc1cccc(CNCCc2c[nH]c3ccccc23)c1OC,10%,-14%,i,1.1,-3%,-6.3%,9,-2,0.7%,1.1,7%
O=P(OCC(F)(F)C(F)F)(N1CCCCC1)N1CCCCC1,4%,4%,i,0.6,8%,-4.4%,11,5,1.5%,1.1,-5%
Cc1ccc(-n2c(O)c(/C=N/NC(=O)c3ccncc3)c(=O)[nH]c2=O)cc1C,-10%,2%,i,0.2,2%,-4.8%,-13,-8,2.0%,1.4,-2%
Cc1ccsc1C(=O)C1CCCN(Cc2cc(C(C)C)n[nH]2)C1 (stereo unspecified),12%,14%,i,0.0,6%,-8.6%,-10,-3,-0.6%,1,0%
S=C1CN=C(c2ccccc2)c2cc(Cl)ccc2N1,0%,-3%,i,0.4,0%,-4.6%,-12,-3,-1.7%,1,3%
Cc1ccnc(-n2c(C)cc(/C=C3\C(=O)NC(=S)N(C)C3=O)c2C)c1,-37%,-25%,i,0.8,8%,-5.6%,21,11,5.0%,0.8,5%
COc1ccc(CCn2c(O)c(C=NCCCN(C)C)c(=O)[nH]c2=O)cc1OC,9%,11%,i,1.2,5%,-2.9%,-6,10,0.0%,1.1,1%
Nc1cc(Cl)c2nonc2c1[N+](=O)[O-],3%,17%,?,/,-7%,-6.1%,-4,-4,-1.6%,1,58µM*
O=C1CCCC2=C1C(c1cccnc1)Nc1ccccc1N2 (stereo unspecified),25%,0%,i,0.6,-1%,-3.3%,3,-4,1.5%,1,-7%
CCCCOC(=O)C1=C(N)OC2=C(C(=O)CCC2)[C@]12C(=O)Nc1ccccc12,-2%,3%,i,0.9,-3%,-3.3%,7,0,2.2%,1.1,-11%
N=Cc1c(O)n(-c2ccc(C34CC5CC(CC(C5)C3)C4)cc2)c(=O)[nH]c1=O,-8%,0%,i,0.4,1%,-2.0%,-1,-29,2.4%,1.2,-20%
Cc1ccc2c(c1)C1CN(C)CCC1N2C(=O)Cn1nnc(-c2ccccc2F)n1 (stereo unspecified),9%,11%,i,3.0,6%,-3.1%,-5,9,0.0%,1.2,4%
CCOc1ccc(N2C(=O)NC(=O)/C(=C/c3cnc(SC)nc3)C2=O)cc1,-31%,-14%,i,0.1,-4%,-6.7%,-8,-6,-0.4%,1,0%
C=CCn1c(O)c(/C(C)=N/N2CCCCC2)c(=O)[nH]c1=O,/,/,i,0.3,-3%,/,/,/,-1.1%,/,-4%
COc1cc2ccc(=O)oc2c2ccoc12,3%,1%,i,1.3,-2%,-5.2%,-3,-2,18%,1.1,-4%
CCC(=NCCCO)c1c(O)n(-c2ccc(OC)cc2)c(=O)[nH]c1=O,11%,2%,i,0.8,2%,-3.5%,-1,6,0.2%,1.1,-4%
CC(Cc1ccccc1)[n+]1cc(/N=C(\[O-])N(C)C)on1 (stereo unspecified),-13%,-10%,i,0.4,4%,-2.3%,4,8,0.3%,1.1,-9%
CCCCCCn1c(=O)c(C(=O)Nc2ccncc2)c(O)c2ccccc21,8%,15%,/,/,-4%,-8.3%,24,5,/,1,/
O=C(Cc1ccccc1)N1CCN(Cc2ccc([N+](=O)[O-])cc2)CC1,-7%,-8%,i,0.2,2%,-7.9%,4,-4,3.2%,1.1,8%
COc1ccc(-n2c(O)c(/C(C)=N/N3CCCCCC3)c(=O)[nH]c2=O)cc1,/,/,i,0.3,-3%,/,/,/,3.2%,/,4%
O=C(/C=C/C=C/c1ccccc1)CC1(O)C(=O)Nc2ccccc21 (stereo unspecified),8%,10%,i,0.1,2%,-9.1%,-3,-4,1.6%,0.9,7%
C=CCn1c(C)c(C=C2C(=O)NC(=O)NC2=O)c2ccccc21,/,/,i,0.5,3%,/,/,/,0.4%,/,7%
Cc1c(C(=O)O)cccc1-n1c(C)cc(/C=C2\C(=O)NC(=O)N(c3ccc4c(c3)OCO4)C2=O)c1C,-37%,-42%,i,0.8,24%,-3.9%,2,8,0.6%,1,-5%
Cc1cc2ccccc2c(=O)n1CC(=O)NCC(=O)N1CCC2(CC1)OCCO2,-14%,-15%,i,0.5,1%,-2.8%,-5,-8,3.1%,1.1,0%
CN1CC(C#N)C2(O)c3ccccc3CCC2C1 (stereo unspecified),/,/,i,0.3,2%,/,/,/,1.7%,/,1%
CC1(c2ccc(Cl)cc2Cl)OCC(Cn2cncn2)O1 (stereo unspecified),-17%,-20%,i,0.4,-2%,-1.2%,-6,10,-1.3%,1.1,-9%

# One compound at a time (already shown):
# Profile of `CCOc1ccc(N2C(=O)NC(=O)/C(=C/c3cnc(SC)nc3)C2=O)cc1` : human PMI inhibitors = -31%; human PMI inhibition = -14%; Myeloid diff MLP = i; Myeloid diff MLP GFP+ MAC1+ % = 0.1; Siah-1 displacement = -4%; XIAP antagonists = -6.7%; WT yeast gro inh = -8; WT yeast gro inh mutant strain = -6; RSV antiviral HEp-2 = -0.4%; TNAP activation fold = 1; Salmonella PhoP GFP = 0%
# Profile of `CC1(c2ccc(Cl)cc2Cl)OCC(Cn2cncn2)O1` (stereo unspecified) : human PMI inhibitors = -17%; human PMI inhibition = -20%; Myeloid diff MLP = i; Myeloid diff MLP GFP+ MAC1+ % = 0.4; Siah-1 displacement = -2%; XIAP antagonists = -1.2%; WT yeast gro inh = -6; WT yeast gro inh mutant strain = 10; RSV antiviral HEp-2 = -1.3%; TNAP activation fold = 1.1; Salmonella PhoP GFP = -9%

# Three structures already listed, ordered by molar mass, rising.
SMILES,human PMI inhibitors,human PMI inhibition,Myeloid diff MLP,Myeloid diff MLP GFP+ MAC1+ %,Siah-1 displacement,XIAP antagonists,WT yeast gro inh,WT yeast gro inh mutant strain,RSV antiviral HEp-2,TNAP activation fold,Salmonella PhoP GFP
Nc1cc(Cl)c2nonc2c1[N+](=O)[O-],3%,17%,?,/,-7%,-6.1%,-4,-4,-1.6%,1,58µM*
CN1CC(C#N)C2(O)c3ccccc3CCC2C1 (stereo unspecified),/,/,i,0.3,2%,/,/,/,1.7%,/,1%
CCCCCCn1c(=O)c(C(=O)Nc2ccncc2)c(O)c2ccccc21,8%,15%,/,/,-4%,-8.3%,24,5,/,1,/

# Screening data as filed in PubChem.
